Bioassay records deposited in PubChem by National Center for Advancing Translational Sciences (NCATS).
D3 antag: qHTS of D3 Dopamine Receptor Antagonist: qHTS; max response, negative = inhibition, %; actives 2.5% (n = 360,000); D3R cells, DiscoveRx beta-arrestin luminescence, antagonist mode; stronger effect = lower value; in the data active = max response below about -50%; inconclusive = no clear call, values can overlap the other calls; note: % is set by controls: 0 for no effect and ±100 for the full control effect; mostly tested at two doses, the higher about 12 µM
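Cells plated overnight at 1500 cells/well, then exposed to library compounds with dopamine controls for 90 minutes at 37 degrees C. DiscoveRx reagent added for 30–60 minutes at room temperature; luminescence read, quantitative HTS format.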
FUS suppressor: qHTS for Suppressors of FUS Proteinopathy: Primary screen using FUS-linked yeast assay; S. cerevisiae FUS-expressing, growth rescue, OD600, 24 h; Potency, µM (highest dose often 76.6 µM), for the others: top-dose growth rescue (activation), hits mostly activators; actives 0.24% (n = 390,000);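 note: potency is the fitted concentration of half-maximal effect; plate controls were DMSO vehicle for no effect and reference control for full effect; nearly all actives have a fitted effect of over 55% in size; some results filed as inactive show a strong effect at the top dose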
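Steps: raffinose overnight preculture; dilution to OD 0.005 in 2% galactose minimal medium; compound addition (concentration series); 24hr at 30C, 99% humidity; absorbance read at 600 nm.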
TDP43 rescue: qHTS of TDP-43 Inhibitors | AID 652104, 2013 | TDP-43 expressing yeast growth rescue, BacTiter-Glo, 24 h | actives 1.8% (n = 410,000) | Potency, µM (series often up to 46.1 µM), for the others: at the highest dose growth rescue (activation), hits mostly activators; note: potency is the fitted concentration of half-maximal effect; % of control where 0% means no effect; nearly all actives have a fitted effect of over 50% in size
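Luminescence from BacTiter-Glo reports growth of TDP-43-expressing yeast after 24 hr at 30 deg C with compound. Cells were raffinose-pregrown to mid-log, then seeded in galactose medium at OD600=0.02.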
Abeta yeast res: qHTS for compounds that reverse cellular toxicity of Amyloid beta (A-beta) peptide in yeast: Primary Screen; yeast expressing A-beta42, growth rescue, OD600, 48 h; response scale: 0% DMSO, 100% iron-clioquinol control; Potency, µM (series often up to 46.1 µM), without a hit: at the top dose growth rescue, hits mostly activators; actives 0.063% (n = 410,000); AID 1347071, 2019; note: potency is the fitted concentration of half-maximal effect; nearly all actives have a fitted effect of over 55% in size
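Yeast growth medium received pinned compounds, then yeast cells expressing toxic A-beta were added; plates incubated at 30 C for 48 hr. Growth read as absorbance at 600 nm, normalized to DMSO and equimolar FeCl3 plus clioquinol controls.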
pAkt inh: HTS Assay for Inhibitors of Akt Phophorylation: Primary Screen | actives 0.32% (n = 360,000) | activity change, % for hits at 50 µM | Neuro2A IGF-stimulated pAkt S473 HTRF, 20 min; stronger effect = lower value; in the data active = activity change below about -80%; inconclusive = mostly about -51% to -80%; note: % is set by controls: 0 for no effect and ±100 for the full control effect
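Neuro2A cells in DMEM with 0.5% FBS, overnight at 37 deg C, given compound at single 50 µM final, then IGF (6 nM final) for 20 min at 37 deg C. Lysed; phospho-Akt Ser473 by HTRF after 24 h, 665/615 ratio.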
GLP-1R inv ag: qHTS of GLP-1 Receptor Inverse Agonists (Inhibition Mode); actives 1.6% (n = 410,000); HEK293 GLP-1R CRE-luciferase, luminescence, 24 h; GLP-1R form is constitutively active; Potency, µM (titrated, usually from 38.3 µM), inactives show at the highest dose activity change, negative = inhibition, actives largely listed as inhibitors; note: potency is the fitted concentration of half-maximal effect; % is set by controls: 0 for no effect and ±100 for the full control effect; nearly all actives have a fitted effect of over 55% in size
Target sequence (P43220 whole entry, looked up): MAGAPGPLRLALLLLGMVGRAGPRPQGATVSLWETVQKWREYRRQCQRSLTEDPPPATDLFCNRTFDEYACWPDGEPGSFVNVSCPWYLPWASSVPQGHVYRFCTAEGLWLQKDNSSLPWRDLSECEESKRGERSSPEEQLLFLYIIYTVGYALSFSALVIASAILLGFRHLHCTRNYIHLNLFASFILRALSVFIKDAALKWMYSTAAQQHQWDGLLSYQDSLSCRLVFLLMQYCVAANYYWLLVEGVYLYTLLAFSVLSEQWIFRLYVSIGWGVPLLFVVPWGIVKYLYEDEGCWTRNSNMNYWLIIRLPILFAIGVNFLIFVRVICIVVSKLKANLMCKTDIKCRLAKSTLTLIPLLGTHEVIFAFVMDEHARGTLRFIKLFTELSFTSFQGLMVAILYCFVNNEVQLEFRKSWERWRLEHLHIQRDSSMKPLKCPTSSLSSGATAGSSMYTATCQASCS
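Inverse agonism was detected as reduced cAMP-driven luciferase luminescence after 24 h compound treatment. The cells were HEK293 clones expressing constitutively active human GLP-1R with the reporter. Reporter-only and GPR119 cell lines served as counterscreen controls.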
aSyn rescue: qHTS of alpha-syn Inhibitors | Potency, µM (highest dose often 46.1 µM), for inactives: at the top dose growth rescue (activation), actives largely listed as activators | Yeast expressing alpha-synuclein, growth rescue, BacTiter-Glo, 24 h | actives 0.14% (n = 370,000); note: potency is the fitted concentration of half-maximal effect; % of control where 0% means no effect; nearly all actives have a fitted effect of over 65% in size
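Rescue of yeast growth: cells expressing toxic alpha-synuclein, induced in galactose at OD600 0.02, incubated with compound 24 h at 30 C. ATP luminescence quantified growth; inhibitors of toxicity appear as activators.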
GLP1R ag: qHTS of GLP-1 Receptor Agonists; Glucagon-like peptide 1 receptor (Homo sapiens), P43220; Potency, µM (series often up to 45.6 µM), for inactives: top-dose activation, usual class: activators; HEK293 GLP-1R CRE-luciferase, luminescence, 4-6 h; cells express a hypersensitive GLP-1R form; AID 624172, 2012; actives 0.007% (n = 380,000); note: potency is the fitted concentration of half-maximal effect; % of control where 0% means no effect
PTHR1 ag: qHTS for PTHR1 Agonists: Primary Screen. HEK293 GP2 PTHR1 cells, GloSensor cAMP luminescence, 1 h. Potency, µM (top dose mostly 115 µM), for the others: at the top dose activation, most hits filed as activators. actives 0.075% (n = 410,000); note: potency is the fitted concentration of half-maximal effect; nearly all actives have a fitted effect of over 55% in size; some results filed as inactive show a strong effect at the top dose; inactives centre near -15; many of its hits are not listed in these tables
Target sequence (Q03431 whole entry, looked up): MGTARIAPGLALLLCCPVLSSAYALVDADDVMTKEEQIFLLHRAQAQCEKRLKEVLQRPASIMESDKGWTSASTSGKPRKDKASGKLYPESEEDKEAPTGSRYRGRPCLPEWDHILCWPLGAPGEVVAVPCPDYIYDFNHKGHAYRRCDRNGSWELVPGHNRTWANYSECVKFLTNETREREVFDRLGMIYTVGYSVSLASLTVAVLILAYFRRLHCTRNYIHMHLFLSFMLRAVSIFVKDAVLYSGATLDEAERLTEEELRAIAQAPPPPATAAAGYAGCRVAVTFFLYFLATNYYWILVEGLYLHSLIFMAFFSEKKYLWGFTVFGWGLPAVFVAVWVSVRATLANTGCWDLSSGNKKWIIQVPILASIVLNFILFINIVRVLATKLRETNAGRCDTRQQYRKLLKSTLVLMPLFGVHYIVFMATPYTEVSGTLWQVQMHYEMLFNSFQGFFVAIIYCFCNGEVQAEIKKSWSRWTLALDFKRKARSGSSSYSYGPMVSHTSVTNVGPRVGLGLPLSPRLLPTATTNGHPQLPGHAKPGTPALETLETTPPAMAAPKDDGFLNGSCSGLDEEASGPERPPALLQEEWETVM
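HEK-293-derived GP2 cells expressing PTHR1 and a GloSensor cAMP reporter, 3,000/well, plated overnight, given luciferin plus IBMX (each 0.5 mM as added) for 1 h at 37 °C, then compound for 1 h at 37 °C. Luminescence was read after 15 min at room temperature.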
The depositor's hits bear a star; i = inactive; ? = inconclusive; · = no result given; [ ] = another dose, or the depositor's remark. Unless noted, calls come from the whole dose curve; as a rule, active = well fitted curve in the direction sought with a large enough effect; inconclusive = small, poorly fitted or top-dose-only effect, or another doubt; inactive = no such curve, though single readings can be large; an effect the other way counts as inactive or inconclusive. Only part of the results is shown. The share of hits here may be higher or lower than overall.

No.	Compound	PTHR1 ag	FUS suppressor	pAkt inh	aSyn rescue	GLP1R ag	TDP43 rescue	D3 antag	Abeta yeast res	GLP-1R inv ag
1	COc1cc2c(cc1OC)CN(C(=O)c1cc(=O)c3ccccc3o1)CC2	-7%[57.5 µM]	17%	i	0%	8%	3%	30	9%	2%
2	COC(=O)C1=C(C)Nc2ncnn2C1c1cccnc1 (stereo unspecified)	-15%[57.5 µM]	-14%	i	-4%	20%	-11%	1	-5%	6%
3	COc1ccc(OC)c(NC(=O)CSc2ccc(-c3cccs3)nn2)c1	-24%	13%	·	·	·	10%	·	-4%	2%
4	COCCn1c(-c2ccc(Cl)cc2Cl)nc2c(c(=O)c3ccccc3n2C)c1=O	i	4%	i	1%	5%	-3%	-5	1%	9%
5	CC1=C(C(=O)OCC2CCCCC2)C(c2c(F)cccc2Cl)CC(=O)N1 (stereo unspecified)	-20%	7%	·	·	1%	0%	·	6%	19%
6	COc1cccc(NC(=O)N(C)C[C@@H]2Oc3cc(Br)ccc3S(=O)(=O)N([C@@H](C)CO)C[C@H]2C)c1	-19%	-20%	i	1%	9%	0%	8	0%	14%
7	CCCCCOc1ccccc1C(=O)NCCC(=O)O	i	12%	i	-5%	17%	-9%	-10	-17%	1%
8	O=C(Oc1ccccc1)c1cccc2cccc(C(=O)Oc3ccccc3)c12	-28%	6%	i	-7%	11%	11%	33	-3%	10µM*
9	CN(C)S(=O)(=O)c1ccccc1N=C=S	i	-25%	i	-4%	-2%	13%	0	-11%	-9%
10	O=C(Nc1ccncc1)c1ccccc1Cl	-3%	-11%	i	-10%	-2%	6%	-1	-16%	-9%
11	O=[N+]([O-])c1cnccc1Nc1cccc(F)c1	i	-20%	i	3%	1%	?	3	7%	3%
12	CN(C1CCCCC1)S(=O)(=O)CCNC(=O)c1ccccc1	i	3%	i	5%	12%	28%	-2	5%	2%
13	O=C(NCCc1ccccc1)C1CCCN(C(=O)NC2CCCCC2)C1 (stereo unspecified)	-14%	-3%	i	-8%	1%	20%	-11	23%	0%
14	NCCCC[C@H]1CNC(=S)N1CCCCC1CCCCC1	-55%[inhibitor]	7%	i	-6%	7%	-3%	-19	-19%	?
15	CCc1ccc(S(=O)(=O)Nc2cc3c(C(=O)OCc4ccccc4)c(C)oc3c3ccccc23)cc1	i	-22%	·	·	·	28%	·	2%	4%
16	CCc1ccc(C(C(=O)NC2CCCC2)N(C(=O)/C=C/C(=O)Nc2cc(C)on2)c2ccccc2C)cc1 (stereo unspecified)	-56%[inhibitor]	-15%	i	-1%	-6%	12%	-28	-4%	0%
17	Cc1ccc(C(=O)NNC(=O)Cc2csc(-c3csc(C)n3)n2)cc1	-25%	2%	i	2%	0%	-4%	-8	9%	12%
18	Cc1c(Cl)cccc1NC(=O)c1ccco1	i	2%	i	-8%	-7%	?	-13	-11%	12%
19	O=C(Oc1cc(=O)oc2c1c(=O)n1c3c(cccc23)CC1)c1ccc(F)cc1	-23%	26%	i	-37%[inhibitor]	0%	-15%	-3	-93%[inhibitor]	2%
20	O=C(Nn1cnnc1)c1ccc([N+](=O)[O-])cc1Cl	i	6%	i	-8%	-4%	-1%	-12	-3%	-1%
21	C[N+]1=C(/C=C/Nc2ccccc2Cl)C(C)(C)c2ccccc21	-85%[inhibitor]	35%	i	0%	6%	-13%	10	8%	-14%
22	O=C1c2ccccc2NC(c2ccc(O)cc2)N1/N=C/c1ccc(O)cc1 (stereo unspecified)	-14%	·	i	-3%	-1%	0%	10	7%	1%
23	CCN(CC)C(=O)c1cn(C)c(=O)c2cc(OC)c(OC)cc12	i	23%	i	7%	8%	2%	-16	12%	0%
24	Cc1ccc(S(=O)(=O)NC2(C(=O)O)CCCCC2)cc1	i	-1%	i	0%	-2%	11%	11	17%	-4%
25	CCOC(=O)C1=C(C)NC(=O)C(C(N)=O)C12CCCCC2 (stereo unspecified)	i	-10%	i	-8%	-3%	0%	18	7%	7%
26	CC12CC(c3ccccc3O1)C(C(=O)NCc1ccccc1)C(=O)N2 (stereo unspecified)	i	30%	i	0%	13%	-13%	6	4%	0%
27	O=C(Nc1ccccc1C(=O)O)c1ncn[nH]1	i	·	i	0%	9%	18%	-4	-12%	93%[activator]
28	C=CCn1c(CSCc2ccc(C)cc2)nnc1SCC(=O)NCc1ccccc1	-15%[57.5 µM]	33%	i	18%	6%	-7%	-29	11%	?
29	COc1cc(C(=O)OCc2cc(=O)n3ccsc3n2)cc(OC)c1OC	i	10%	·	·	·	27%	·	1%	?
30	COc1cccc(NC(=O)c2ccc3snnc3c2)c1	-52%[inhibitor][57.5 µM]	-18%	-113%*	-15%	-8%	16%	-2	16%	34%[activator]
31	O=C(c1ccco1)N1CCN(c2c([N+](=O)[O-])nn(-c3cccc(Cl)c3)[n+]2[O-])CC1	-11%	-1%	i	-1%	11%	22%	25	10%	-7%
32	Cc1ccc(/C=C/c2ccc(=O)n(Cc3ccccc3Cl)n2)cc1	i	5%	i	3%	-8%	12%	0	9%	10%
33	COc1ccc(/C=N/NC(=O)c2ccc3nc[nH]c3c2)c(OC)c1OC	-6%	-1%	i	3%	12%	-5%	6	-14%	14%
34	CCOc1ccc(NCc2nnc(SCc3ccccc3Cl)n2-c2ccccc2)cc1	15%[57.5 µM]	?	i	?	-7%	?	-21	14%	?
35	CCOC(=O)C1CCN(C(=O)COC(=O)c2ccc3c(c2)C(=O)N(c2ccc(OCC)cc2)C3=O)CC1	-40%[inhibitor]	40%	i	-1%	2%	-3%	15	-10%	13%
36	Cc1ccc(CNc2ncnc3onc(-c4ccc(F)cc4)c23)cc1	-31%[inhibitor]	-8%	·	·	·	3%	·	3%	-5%
37	CCC(NC(=O)CN1CCN(C(=O)c2cccs2)CC1)c1ccc(C)cc1 (stereo unspecified)	-16%	-10%	i	1%	-1%	24%	-21	-4%	6%
38	COC(=O)c1nn(-c2ccc(OC)cc2)c(=O)cc1Sc1ccc(C)cc1	i	-8%	i	0%	10%	3%	-9	14%	2%
39	O=C1OC(c2ccccc2)Sc2ccccc21 (stereo unspecified)	-3%	8%	i	11%	9%	?	9	-2%	3%
40	COc1ccc(C(=O)NCCCN=C2NS(=O)(=O)c3ccccc32)cc1	i	10%	i	0%	4%	-8%	-75*	-7%	-22%
41	N#Cc1c(C(F)(F)F)cc(-c2cccs2)nc1SCC(=O)Nc1cccc(C(F)(F)F)c1	-26%	2%	·	·	·	19%	·	-2%	15%
42	CSc1ccc(C2c3c(oc4cc(C)cc(C)c4c3=O)C(=O)N2Cc2ccco2)cc1 (stereo unspecified)	-4%	-7%	·	·	·	20%	·	-3%	10%
43	CCCCCN(C(=O)CCC(=O)OCC(=O)Nc1cccc(SC)c1)c1c(N)n(CCCC)c(=O)[nH]c1=O	-22%	27%	i	-3%	2%	-19%	-4	7%	-26%
44	CCC(=O)N1CCN(c2nc(-c3ccc(Cl)cc3)cs2)CC1	-16%[57.5 µM]	16%	i	5%	4%	27%	38	-10%	-17%
45	C=CCNC(=O)c1onc(CSc2ccc(F)cc2)c1C(=O)O	-4%	-13%	i	-21%	-3%	8%	5	-23%	1%
46	O=C(O)C1CCCN1C(=O)OCC1c2ccccc2-c2ccccc21 (stereo unspecified)	-16%	23%	i	3%	-2%	1%	-7	8%	14%
47	CCN1CNC(=S)N(C(C)c2ccccc2)C1 (stereo unspecified)	-19%	8%	i	-1%	0%	-14%	-12	9%	-16%

Reprinted from above, nine compounds:
No.	Compound	PTHR1 ag	FUS suppressor	pAkt inh	aSyn rescue	GLP1R ag	TDP43 rescue	D3 antag	Abeta yeast res	GLP-1R inv ag
1	COc1cc2c(cc1OC)CN(C(=O)c1cc(=O)c3ccccc3o1)CC2	-7%[57.5 µM]	17%	i	0%	8%	3%	30	9%	2%
2	COC(=O)C1=C(C)Nc2ncnn2C1c1cccnc1 (stereo unspecified)	-15%[57.5 µM]	-14%	i	-4%	20%	-11%	1	-5%	6%
3	COc1ccc(OC)c(NC(=O)CSc2ccc(-c3cccs3)nn2)c1	-24%	13%	·	·	·	10%	·	-4%	2%
4	COCCn1c(-c2ccc(Cl)cc2Cl)nc2c(c(=O)c3ccccc3n2C)c1=O	i	4%	i	1%	5%	-3%	-5	1%	9%
5	CC1=C(C(=O)OCC2CCCCC2)C(c2c(F)cccc2Cl)CC(=O)N1 (stereo unspecified)	-20%	7%	·	·	1%	0%	·	6%	19%
6	COc1cccc(NC(=O)N(C)C[C@@H]2Oc3cc(Br)ccc3S(=O)(=O)N([C@@H](C)CO)C[C@H]2C)c1	-19%	-20%	i	1%	9%	0%	8	0%	14%
7	CCCCCOc1ccccc1C(=O)NCCC(=O)O	i	12%	i	-5%	17%	-9%	-10	-17%	1%
8	O=C(Oc1ccccc1)c1cccc2cccc(C(=O)Oc3ccccc3)c12	-28%	6%	i	-7%	11%	11%	33	-3%	10µM*
9	CN(C)S(=O)(=O)c1ccccc1N=C=S	i	-25%	i	-4%	-2%	13%	0	-11%	-9%
